# Myeloid diff 2 = induction of myeloid progenitor differentiation, primary screen, cell-based, flow cytometry, MLPCN library; ER-HoxA9 myeloid progenitors, lysozyme-GFP differentiation; calls only at 10 µM; 360,000 tested, 1% active; AID 624256, 2012;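 active means normalized GFP-positive differentiation at or above the plate's own cutoff, the solvent-only control mean plus 3 SD; inconclusive means no clear call, values can overlap the other calls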;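 further: cells exposed to compound for four days before flow analysis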
# Myeloid diff 2 GFP+ MAC1+ % = also measured in Myeloid diff 2; calls as there; GFP+ MAC1+ double positive, %; measured here: differentiation confirmed by MAC1 staining
# An asterisk follows results filed as active; i = inactive; u = inconclusive; x = no result given; & = joins results of further samples. Only part of the results is shown; rates above refer to the full screens.
SMILES,Myeloid diff 2,Myeloid diff 2 GFP+ MAC1+ %
O=C(Nc1ccc2ccccc2c1[N+](=O)[O-])c1ccccc1,i,0.7
CN(Cc1cccc(F)c1)C(=O)CSc1nnnn1C1CC1,i,0.5
CC(=O)OC1COC(OC(C)=O)CO1 (centres undefined),i,1.5
C[C@@H]1CN([C@H](C)CO)C(=O)c2cc(Br)cnc2O[C@H]1CN(C)C(=O)c1ccccc1,i,1.3
COc1ccc(C2=Nc3ccccc3NC(=O)C2N(CCc2cc(OC)cc(OC)c2)C(C)=O)cc1 (centres undefined),i,0.9
Cc1nc(Br)c(Br)n1Cc1ccccc1,i,1.2
COc1cccc(CNc2nc3cc(-c4cccc(C(=O)NCCO)c4)sc3c(=O)n2C)c1,i,0.6
Cc1cc(NC(=O)CSc2nnc3ccc(-c4ccccc4)nn23)no1,i,2.3
CC12CCC(=O)N1C(C(=O)Nc1nccs1)CS2 (centres undefined),i,1.4
C[C@@H]1CN([C@H](C)CO)C(=O)CCCn2nncc2CO[C@H]1CN(C)C(=O)Nc1ccc(N2CCCCC2)cc1,i,0.2
Cc1cccc(C(=O)N2[C@@H](C(C)C)COc3cc(Br)ccc3S2(=O)=O)c1,i,0.8
O=C(NC1CCCCCCC1O)c1ccccc1 (centres undefined),i,11
CCN1CCN(S(=O)(=O)c2ccc(Cl)c(C(=O)N(C)CC(=O)Nc3c(C)cccc3C)c2)CC1,i,0.2
C[C@H](CO)N1C[C@H](C)[C@@H](CN(C)S(=O)(=O)c2ccc(-n3cccn3)cc2)OCc2cn(nn2)CCCC1=O,i,0.6
CCCCC[C@@H](C)N1C[C@@H](COCc2ccccc2)Oc2cc(N3CCC[C@H]3CO)ccc2S1(=O)=O,i,0.4
O=C(Nc1ccc(C(=O)N2CCCCC2)cc1)C1CC1,i,1.1
C[C@@]12CCC=C[C@H]1[C@H](c1ccccc1Br)N(Cc1ccccc1)C2=O,i,0.5
CCCOc1ccc(F)cc1-c1cc(C(=O)NCc2cccc(C(F)(F)F)c2)[nH]n1,i,0.6
O=C(Nc1nnc([C@@H]2C[C@H](O)[C@@H](CO)O2)s1)c1c(F)cccc1F,i,0.8
O=C(COC(=O)c1ccc(O)cc1)c1ccc2c(c1)OCCO2,i,0.4
Cc1ccc(C(=O)Nc2nc(C(N)C(C)C)cs2)cc1 (centres undefined),i,1.0
CC(C)(C)n1nnnc1C(c1ccccc1)N1CCN(C(=O)c2ccco2)CC1 (centres undefined),i,1.5
COc1cccc2c1cc1c(=O)n(CC(=O)N3CCN(c4cccc(C)c4C)CC3)nc(C)n12,i,0.5
COCCCNC(=O)C[C@H]1C[C@H](C(=O)N(C(C)C)C(C)C)[C@@]2(C)c3[nH]c4cc(-c5ccco5)ccc4c3CCN2C1=O,i,1.3

# Rewritten with tabs: entries from further up
mol	Myeloid diff 2	Myeloid diff 2 GFP+ MAC1+ %
O=C(Nc1ccc(C(=O)N2CCCCC2)cc1)C1CC1	i	1.1
C[C@@]12CCC=C[C@H]1[C@H](c1ccccc1Br)N(Cc1ccccc1)C2=O	i	0.5
CCCOc1ccc(F)cc1-c1cc(C(=O)NCc2cccc(C(F)(F)F)c2)[nH]n1	i	0.6
O=C(Nc1nnc([C@@H]2C[C@H](O)[C@@H](CO)O2)s1)c1c(F)cccc1F	i	0.8
O=C(COC(=O)c1ccc(O)cc1)c1ccc2c(c1)OCCO2	i	0.4
Cc1ccc(C(=O)Nc2nc(C(N)C(C)C)cs2)cc1 (centres undefined)	i	1.0
CC(C)(C)n1nnnc1C(c1ccccc1)N1CCN(C(=O)c2ccco2)CC1 (centres undefined)	i	1.5

# Next section:
SMILES,Myeloid diff 2,Myeloid diff 2 GFP+ MAC1+ %
COc1ccc(C(=O)C(=O)N2CCN(c3ccccc3F)CC2)cc1,i,1.0
Cc1ccc2nc(-c3ccc(F)cc3)c(CC3CCCCC3)n2c1,i,0.8
COc1ccc(CC(N)c2csc(Nc3nncc4ccccc34)n2)cc1 (centres undefined),i,2.3
CCN(C(=O)CSc1ncccn1)c1c(N)n(Cc2ccccc2)c(=O)[nH]c1=O,i,0.6
CC(C)(Oc1ccc(Cl)cc1)C(=O)OCC(=O)NCCc1ccc(S(N)(=O)=O)cc1,i,0.5
O=c1cc(-c2ccccc2)oc2cccc(O)c12,i,3.2
COCCNC(=O)C1(C)CCN(Cc2noc(-c3c(C)noc3C)n2)C1 (centres undefined),i,1.2
CC1(C(=O)NS(=O)(=O)c2ccc(C#N)cc2)CCN1C(=O)c1ccc(C2CCCCC2)cc1 (centres undefined),i,1.2
Cc1cc(C)nc(Nc2nc(C(N)Cc3ccc(Cl)cc3)cs2)n1 (centres undefined),i,2.7
CC1NC(=O)c2cccnc2-n2c1nc1ccccc1c2=O (centres undefined),i,0.4
Nc1ccn(CCCN2CCN(C(=O)C3CC3)CC2)c(=O)n1,i,0.9
CC(=O)Nc1cc(-c2ccc(S(C)(=O)=O)cc2)cn2c(-c3ccc(F)cc3)cnc12,i,3.7
C1=NN(c2ccccc2)C=NN1c1ccccc1,i,0.4
CN1CCC(C(=O)C(=O)O)C1=O (centres undefined),i,1.2
CC1(C)CC(=O)C=C(c2ccc(COC(=O)C(c3ccccc3)c3ccccc3)cc2)C1=O,i,0.3
O=c1[nH]c(=O)n2c(c1-c1ccccc1)OC(CBr)C2 (centres undefined),i,1.3
COC(=O)N1CCCCC1c1cc(C(=O)NCc2ccccc2)no1 (centres undefined),i,0.6
CC(C)C[C@H]1CN([C@@H](Cc2ccccc2)CN2CCC[C@H]2CN2C(=O)C(=O)NC[C@@H]2Cc2ccccc2)C(=O)C(=O)N1CCc1ccccc1,i,0.6
Cc1ccc(-n2nnnc2SCC(=O)NCC2CCCO2)cc1C (centres undefined),i,0.8
CCNC(=O)C1(C)CCN(C(=O)C(c2ccccc2)c2ccccc2)C1 (centres undefined),i,0.8
COc1ccc(-c2csc(C(C)(O)c3cccc(F)c3)n2)cc1OC (centres undefined),i,0.3
COC(=O)[C@@]1(C)[C@H]2C(=O)N(Cc3ccccc3)C(=O)[C@H]2[C@H]2CN=C(SC)N21,u,x
CCN(CC)C(=O)C1=C(C)N(Cc2ccc(F)cc2)C(=O)C(CC(=O)NC2CCCCC2)C1 (centres undefined),i,0.8
COc1ccc(C=O)c(-c2c(CCO)sc3ccccc23)c1,i,1.3

# Profiles from above. Order of screens: Myeloid diff 2, Myeloid diff 2 GFP+ MAC1+ %
# `CN1CCC(C(=O)C(=O)O)C1=O` (centres undefined) across the screens: i, 1.2
# `CC1(C)CC(=O)C=C(c2ccc(COC(=O)C(c3ccccc3)c3ccccc3)cc2)C1=O` across the screens: i, 0.3
# `CC(C)C[C@H]1CN([C@@H](Cc2ccccc2)CN2CCC[C@H]2CN2C(=O)C(=O)NC[C@@H]2Cc2ccccc2)C(=O)C(=O)N1CCc1ccccc1` across the screens: i, 0.6

# (list continues)
SMILES,Myeloid diff 2,Myeloid diff 2 GFP+ MAC1+ %
COc1ccccc1NC(=O)Nc1nc(C(N)Cc2ccc(Cl)cc2)cs1 (centres undefined),i,1.2
COC(=O)[C@]12CCCCC=C1N(Cc1ccco1)C(=O)[C@H](CC(=O)NCc1cccc3ccccc13)C2,i,0.6
COC(=O)C1=CCCCC(O)=C1C(=O)OC,i,0.7
O=Cc1cccc(OCc2cn(CC(=O)c3ccc(O)cc3)nn2)c1,i,0.9
O=C1C2C3CC4C5C3C1C5C1(SCCS1)C42 (centres undefined),i,0.7
O=C1C(=Cc2ccc(Cl)cc2)Cc2ccccc21,i,0.6
C[C@H](CO)N1C[C@H](C)[C@@H](CN(C)CC2CCOCC2)Oc2ncc(Br)cc2C1=O,i,0.9
COc1ccc(C)cc1NC(=O)ON=C1CCCCC1,i,0.8
Cn1cc(Cc2ccc(C(=O)N3CCN(Cc4ccccc4)CC3)cn2)c2ccccc21,i,2.3
CC(C)N(c1ccccc1)c1ccc(NC(=O)[C@@H]2O[C@H](CO)[C@H](O)[C@H](O)[C@H]2O)cc1,i,0.0
COc1ccc(CN2C(=O)C(CC(=O)NCCN3CCOCC3)CC(C(=O)N(C)C)=C2C)cc1 (centres undefined),i,1.5
CN(Cc1ccccc1)C(=O)c1cccc(NC(=O)Cc2ccc(NC(=O)C3CCCN(C(=O)C4CCCC4)C3)cc2)c1 (centres undefined),i,0.7
COC(=O)C1(C(=O)OC)C[C@H](c2ccc(OC)cc2)N(Cc2ccccc2OC)[C@@H]1c1cccs1,i,1.2&1.2
COc1cc(OC)cc(C(=O)NCC(=O)OCC(=O)Nc2ccc(C)c(S(=O)(=O)N3CCOCC3)c2)c1,i,1.8
O=C1NC(=S)SC1=Cc1cc(Br)ccc1O,i,0.9
CCOC(=O)[C@]12CCCC=C1N(Cc1ccccc1)C(=O)[C@H](CC(=O)NCc1cccc(C(F)(F)F)c1)C2,i,3.1
CC(C)CC(=O)Nc1nnc(SCC(=O)NC2CCCC2)s1,i,2.6
CCc1ccccc1NC(=O)CN(C)C(=O)COC(=O)c1c(Cl)cccc1Cl,i,1.6
CSc1ccccc1NC(=O)C1(C)CCN1C(=O)CCC1CCCC1 (centres undefined),i,0.9
C[C@@H]1C(c2ccccc2)=NN(c2ccccc2)[C@H]1C(=O)N1CCOC1=O,i,0.4
O=C(Nc1ccc(F)c(Cl)c1)C1Cc2c(-c3ccc(Cl)cc3)ccnc2O1 (centres undefined),i,1.0
Cc1ccc([C@H]2C[C@H](n3cc(C4CC4)nn3)[C@@H](O)CN2C(=O)C2CCCCC2)cc1,i,0.9
CC1(C2CC2)NC(=O)N(CC(=O)Nc2ccccc2C#N)C1=O (centres undefined),i,0.9
O=C(COc1ccc2c(-c3ccccc3)cc(=O)oc2c1)N1C[C@H]2C[C@@H](C1)c1cccc(=O)n1C2,i,1.7
CCOC(=O)C1(C)CCN1C(=O)c1c(F)cccc1F (centres undefined),i,1.1
COc1ccc(C(CNC(=O)c2cc(S(=O)(=O)N3CCCCC3)ccc2C)N2CCCC2)cc1 (centres undefined),i,0.7
O=C(Nc1ccc2ccccc2c1)c1ccccc1Cl,i,0.2
COc1cccc(C(O)c2nc(/C=C/c3ccc(C(F)(F)F)cc3)cs2)c1 (centres undefined),i,0.3
Cc1ccc(CN2CC(N3CCN(C)CC3)CS2(=O)=O)cc1 (centres undefined),i,1.7
CC(C)(C)c1ccc(CC(=O)N2CCC2(C)C(=O)O)cc1 (centres undefined),i,1.7
Nc1c(C2CCCCC2)c(=O)on1C(=O)c1ccccc1,i,0.5
COc1ccc(OC)c(N2C(=O)c3ccccc3C2c2nnnn2-c2ccc3c(c2)OCCO3)c1 (centres undefined),i,0.9
CCCCOCCCNC(=O)C[C@@H]1C[C@@]2(C(=O)OC)CC(C)(C)CC=C2N(Cc2ccco2)C1=O,i,2.8
COCC(=O)Nc1ccc2c(c1)[C@@H]1C[C@H](CC(=O)OC)O[C@H](CO)[C@@H]1O2,i,0.5
Cc1ccc(-c2ccc(CN3C(C)C(=O)N(Cc4cn(Cc5ccco5)nn4)CCS3(=O)=O)cc2)cc1 (centres undefined),i,0.3
C[C@@H]1CCCCO[C@H](CN(C)C(=O)Nc2ccc3c(c2)OCO3)[C@@H](C)CN([C@H](C)CO)C(=O)c2cc(NS(=O)(=O)c3ccc(F)cc3)ccc2O1,i,0.8

# Given with tabs: 2 of the compounds above
SMILES	Myeloid diff 2	Myeloid diff 2 GFP+ MAC1+ %
O=C(Nc1ccc2ccccc2c1)c1ccccc1Cl	i	0.2
Nc1c(C2CCCCC2)c(=O)on1C(=O)c1ccccc1	i	0.5

# Continuation.
SMILES,Myeloid diff 2,Myeloid diff 2 GFP+ MAC1+ %
CC1(C(=O)NCc2cccnc2)CCN1C(=O)Cc1cccs1 (centres undefined),i,1.2
CC(C)C1C(=O)N(Cc2cn(Cc3ccco3)nn2)CCS(=O)(=O)N1Cc1ccc(-c2ccccc2)cc1 (centres undefined),i,0.4
OCC[C@@H]1C[C@H](O)[C@@H](O)[C@]2(OCCc3cc(Cl)ccc32)O1,i,0.5
CCCCCC(=O)N1C[C@@H](O)[C@H](n2cc(COC(=O)c3ccccc3)nn2)C[C@@H]1c1ccc(Cl)cc1,i,0.4
C[C@@H]1CN([C@@H](C)CO)C(=O)c2cc(Br)cnc2O[C@H]1CN(C)C(=O)c1ccncc1,i,0.7
COc1ccc(Cl)cc1S(=O)(=O)NC(C)C(=O)NCCN1CCOCC1 (centres undefined),i,0.1
CN(C)c1ccc(CC(=O)N2CCCCC2c2cc(C(=O)Nc3ccccc3Cl)no2)cc1 (centres undefined),i,0.9
CCOC(=O)N1CCN(C(=O)C[C@@H]2C[C@@]3(C(=O)OC)CC(C)(C)CC=C3N(Cc3cccc4ccccc34)C2=O)CC1,i,2.5
CCCc1nc2c3ccccc3ccn2c1Cc1ccc(C)cc1,i,1.8
Cc1cccc(C)c1NC(=O)C(c1ccnc2ccccc12)N1CCN(CCN(C)C)CC1 (centres undefined),i,0.8
COCC(=O)N(C)C[C@@H]1Oc2ncc(Br)cc2C(=O)N([C@@H](C)CO)C[C@H]1C,i,1.6
CCc1nc2ccc(C(=O)NCc3ccc(OC)cc3)cn2c1N(CC)CCOC,i,1.1
COc1ccccc1C(=O)c1ccccc1C(=O)c1ccccc1,i,1.0
CC1CCCCN1C(=O)COC(=O)c1cc(Cl)c2c(c1)OCO2 (centres undefined),i,0.4
CN1CCN(c2ccc(CNC[C@H]3O[C@@H](n4cnc5c(=O)[nH]c(N)nc54)[C@H](O)[C@@H]3O)c(F)c2)CC1,i,1.1
CCN1C(=O)CC(SC2CC(=O)N(CC)C2=O)C1=O (centres undefined),i,5.6
Cc1cc(CSc2ccc(Cl)cc2)ccc1N,i,0.8
COc1cccc(C(C)(O)c2nc(-c3ccc4c(c3)OCO4)cs2)c1 (centres undefined),i,0.8
COC(=O)[C@@]12C[C@@H](CC(=O)N3CCC(c4ccccc4)CC3)C(=O)N(CCc3ccc(OC)c(OC)c3)C1=CCC(C)(C)C2,i,1.9
CCc1nc2ccc(C(=O)NCCCN(C)C)cn2c1N(C)Cc1ccc(OC)cc1,i,0.6
CCOC(=O)C1=CN(Cc2cccc(F)c2)S(=O)(=O)NC1CCc1ccccc1 (centres undefined),i,1.0

# Compound activity from PubChem BioAssay.
